GDH-TPI counter = GDH-TPI coupled enzyme inhibition counter-screen. inhibition, % at 4.8 µM. GDH-TPI coupled enzyme counterscreen, NADH absorbance. actives 1.2% (n = 360,000). AID 588335;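 further: 0% = DMSO wells and 100% = wells lacking the enzyme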
Mtb UGM inh = Mtb UDP-galactopyranose mutase inhibition | P9WIQ1 | purified UGM, fluorescence polarization probe displacement | inhibition, % at 10 µM | actives 0.06% (n = 320,000) | AID 504406; in the data active means inhibition above about 10%, passing the limit was not always enough; inconclusive means no clear call, values can overlap the other calls
Target sequence (P9WIQ1 whole entry, looked up): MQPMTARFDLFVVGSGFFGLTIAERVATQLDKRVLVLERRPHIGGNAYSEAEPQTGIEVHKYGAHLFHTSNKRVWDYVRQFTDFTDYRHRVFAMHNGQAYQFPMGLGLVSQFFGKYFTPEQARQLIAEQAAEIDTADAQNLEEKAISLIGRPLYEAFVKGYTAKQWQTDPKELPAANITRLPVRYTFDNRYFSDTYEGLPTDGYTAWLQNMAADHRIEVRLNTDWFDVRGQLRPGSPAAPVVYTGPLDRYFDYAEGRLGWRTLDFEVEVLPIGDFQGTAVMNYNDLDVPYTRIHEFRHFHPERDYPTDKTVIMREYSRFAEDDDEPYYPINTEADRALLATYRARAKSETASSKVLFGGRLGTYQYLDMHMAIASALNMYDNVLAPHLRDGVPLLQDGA
Mtb FBA inh = inhibitors of M. tuberculosis fructose-bisphosphate aldolase; P9WQA3; purified M. tuberculosis FBA, fluorescence read-out; inhibition, % at 1 µM; actives 2.3% (n = 360,000); AID 588726; in the data active means inhibition above about 27%;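 further: 0% = vehicle and 100% = reference inhibitor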
Target sequence (P9WQA3 whole entry, looked up): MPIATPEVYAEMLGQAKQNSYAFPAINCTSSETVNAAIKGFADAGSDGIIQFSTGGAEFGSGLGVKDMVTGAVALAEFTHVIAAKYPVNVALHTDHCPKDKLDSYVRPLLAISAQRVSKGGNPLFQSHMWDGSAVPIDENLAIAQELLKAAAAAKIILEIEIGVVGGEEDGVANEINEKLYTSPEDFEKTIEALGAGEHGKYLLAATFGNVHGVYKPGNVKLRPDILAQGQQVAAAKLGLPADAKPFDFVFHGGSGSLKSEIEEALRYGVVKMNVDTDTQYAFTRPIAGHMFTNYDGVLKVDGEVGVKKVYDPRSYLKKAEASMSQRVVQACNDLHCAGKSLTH
FadD28 binding = inhibitors of Mycobacterium tuberculosis FadD28 bisubstrate binding | FadD28 bisubstrate probe binding, fluorescence polarization | inhibition, % at 12.5 µM | actives 0.22% (n = 360,000); in the data active means inhibition above about 8.5%, passing the limit was not always enough; inconclusive means no clear call, values can overlap the other calls
Rv3671c protease = inhibitors of M. tuberculosis serine protease Rv3671c. P9WHR9. inhibition, % at 5.96 µM. actives 0.048% (n = 320,000). AID 2606; in the data active means inhibition above about 38%;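 further: extracellular domain of Rv3671c used as enzyme; 0% = enzyme with DMSO and 100% = no enzyme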
BoNT F protease = BoNT F light chain protease inhibition; AID 588497; inhibition, % at 10 µM; Multiplex microsphere protease cleavage assay, flow cytometry; actives 0.22% (n = 360,000); in the data active means inhibition above about 35%, passing the limit was not always enough; inconclusive means no clear call, values can overlap the other calls; further: plate controls were buffer without enzyme for full effect and enzyme alone for no effect
DUSP3 inh = blocks human VHR1 dual specificity phosphatase; P51452; recombinant VHR phosphatase, pNPP absorbance; inhibition, % at 13.3 µM; actives 0.52% (n = 290,000); in the data active means inhibition above about 50%; further: some compounds called inactive have numbers as strong as hits
Target sequence (P51452 whole entry, looked up): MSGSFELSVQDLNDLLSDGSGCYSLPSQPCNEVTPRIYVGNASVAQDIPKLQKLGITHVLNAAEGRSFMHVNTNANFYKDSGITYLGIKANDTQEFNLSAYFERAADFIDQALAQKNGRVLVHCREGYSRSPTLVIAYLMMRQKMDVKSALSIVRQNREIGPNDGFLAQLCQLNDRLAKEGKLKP
CCHF vOTU inh = CCHFV vOTU protease inhibition | Pep-AMC fluorescence | inhibition, % at 11.5 µM | actives 0.55% (n = 370,000) | AID 651958; further: 0% = vehicle wells with enzyme and 100% = no enzyme wells
BioA inh = blocks M. tuberculosis BioA enzyme activity | purified M. tuberculosis BioA enzyme, plate reader | inhibition, % at 9.99 µM | actives 0.096% (n = 360,000); in the data active means inhibition above about 40%; inconclusive means no clear call, values can overlap the other calls
MazF activator = increases E. coli MazEF RNase cleavage of RNA; P0AE70; FAM/BHQ RNA-DNA oligo cleavage fluorescence, 5 h; activation, % at 20 µM; actives 0.32% (n = 350,000); AID 504720; in the data active means activation above about 50%
Target sequence (P0AE70 whole entry, looked up): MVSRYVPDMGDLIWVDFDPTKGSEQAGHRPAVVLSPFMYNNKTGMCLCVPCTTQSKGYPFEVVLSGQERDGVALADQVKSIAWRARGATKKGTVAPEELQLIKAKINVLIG
An asterisk follows results filed as active; u = inconclusive; x = not tested or not shown; & = joins results of further samples. Unless noted, no stated cut-off is given here; in the data, active means inhibition above about 30%; inactive means the rest.

cpd	molecule	GDH-TPI counter	Mtb UGM inh	Mtb FBA inh	FadD28 binding	Rv3671c protease	BoNT F protease	DUSP3 inh	CCHF vOTU inh	BioA inh	MazF activator
1	Cc1ccc(NC(=S)NCCN2CCOCC2)cc1	-2	0.6	0	-3.8	11	0	22	36*	x	7
2	Cc1ccc(NC(=O)CCc2c(C)nc3ncnn3c2C)cc1	-2	2.6	2	-2.9	1	-3	11	-3	-0.7	5
3	CCCCC(=O)Nc1ccc(C(=O)Nc2ccc(S(=O)(=O)Nc3ccc(C)cc3)cc2)cc1	-4	-2.7	0	-1.7	-16	-3	5	3	x	1
4	CCN(C(=O)c1c(-c2ccccc2Cl)noc1C)C1CCCCC1	-5	-1.3	-1	-3.0	4	-3	31	8	-0.2	-3
5	Cc1ccc(-c2ccc(=O)n(Cc3cc(C)ccc3C)n2)cc1	4	-0.1	3	-0.9	x	-8	-24	23	-1.1	-16
6	CCOC(=O)C1(Cc2cccc(F)c2)CCN(C2CCOCC2)CC1	-9	6.2	2	-3.8	-5	0	12	-3	0.1	-2
7	O=C(COC(=O)c1ccccc1SCC(=O)N1CCCC1)Nc1ccc(OC(F)F)cc1	8	0.5	3	0.2	10	11	x	-3	-0.6	-2
8	CCOC(=O)c1ccccc1NC(=O)C1CCCO1 (stereo not drawn)	-2	4.2	3	-3.7	-2	2	15	-3	-3.8	5
9	CCN1CCN(CCC(=O)Nc2ccccc2)CC1	14	3.5	-1	-0.3	x	u	5	-9	-1.4	-17
10	CS(=O)(=O)c1cnc2c(-c3ccc(F)cc3)cnn2c1N	0	0.0	-6	-4.3	8	-3	25	8	3.5	1
11	Cc1ccc(S(=O)(=O)N(C)C)cc1NC(=O)COC(=O)/C(=C/c1ccc(F)cc1)c1cccs1	8	-0.8	2	0.8	-47	-10	-10	0	x	-4
12	COc1ccc(CC(=O)NNC2=Nc3cccc4cccc2c34)cc1	-7	2.4	-5	-4.3	-14	u	-16	-5	-2.5	6
13	CS(=O)(=O)N(CCc1ccccc1)CC(=O)N1CCN(c2ccc(F)cc2)CC1	-3	-0.7	2	-4.6	-5	u	22	8	-0.3	3
14	CCCCSc1nc(C)c(CC(=O)OC)c(=O)[nH]1	-2	1.0	5	-14	2	-5	5	4	3.4	2
15	Clc1ccc(-c2cn3nc4c(nc3n2)CCCC4)cc1	5	-1.7	1	-1.1	-12	20	-2	-29	x	-20
16	COc1ccccc1NS(=O)(=O)c1cccc(C(=O)N(C)Cc2cccs2)c1	4	-0.7	-1	-4.3	-3	1	6	3	2.6	3
17	CC(C)Oc1ccc(-c2cc(C(=O)NCCN3CCOCC3)c3ccccc3n2)cc1	-1	0.0	17	-3.6	-6	-2	6	-8	-3.1	1
18	Cn1c(=O)c2c(nc(CN3CCN(c4ccccc4)CC3)n2CCc2ccccc2)n(C)c1=O	1	0.1	2	-2.0	7	-17	x	-2	-2.2	0
19	O=C(CCNC(=O)c1ccccc1Cl)Nc1cc(S(=O)(=O)N2CCOCC2)ccc1N1CCCC1	-1	0.8	-3	-1.6	0	-9	5	-6	-0.6	-3
20	COc1ccc(OCC(=O)Nc2cccc(S(=O)(=O)N(C)c3ccccc3)c2)c([N+](=O)[O-])c1	-1	0.8	3	-0.6	-5	2	x	-7	-2.3	-10
21	CN(Cc1ccccn1)C(=O)c1cc(COc2ccc(F)c(F)c2)on1	7	x	2	0.6	x	-6	x	-6	4.6	1
22	CCOc1cc(C(=O)Nc2cc(C)on2)cc(OCC)c1OCC	7	-3.1	-5	-3.4	-3	1	-14	20	-1.0	0
23	COc1ccc(-n2c(SCC(=O)C(C)(C)C)nc3c(sc(=S)n3-c3ccccc3)c2=O)c(OC)c1	9	-0.6	2	-1.7	-11	6	-16	-3	-2.1	6
24	Cn1cnnc1SC1CCCCC1NS(=O)(=O)c1ccccc1 (stereo not drawn)	19	2.3	3	-0.5	-22	-6	29	-2	-1.6	7
25	Cc1csc(NC(=O)CN2C(=O)COc3ccc(Cl)cc32)n1	6	0.5	0	0.9	12	x	x	-8	0.0	0
26	COC(=O)c1nc2ccccc2s1	-2	2.3	-1	-0.5	-3	18	-5	5	-0.7	5
27	CCCc1cc2c(=O)c(-c3ccc4c(c3)OCCO4)coc2cc1OS(C)(=O)=O	-6	1.5	-2	-7.9	-16	-8	13	2	x	-7
28	CC(=C/c1ccc(C(C)C)cc1)/C=N/NC(=O)CSc1ccccn1	14	-2.2	-3	0.0	-11	0	12	12	x	-15
29	CCOC(=O)c1cc(C#N)c(SCC(=O)OC)[nH]c1=O	13	3.9	7	-2.9	9	-4	13	-4	x	-1
30	BrCC(Br)(Br)Br	-1	1.5	-2	0.6	1	4	x	-8	0.2	8
31	COc1ccccc1/C=C/C(=O)NCC(=O)N=Nc1c(O)[nH]c2ccccc12	36*	6.0	4	-1.4	-8	2	-14	15	-0.2	3
32	CCOC(=O)C[N+](C)(C)CCOC1CC2CCC1(C)C2(C)C (stereo not drawn)	-5	1.1	-2	-0.4	-7	-5	23	1	x	8
33	O=C(NC1CC1)C1CCN(c2ncccn2)CC1	2	-2.0	8	-2.2	-4	6	13	-3	2.3	1
34	CC1CC(C)CN(C(=O)C(Cc2ccccc2)NC(=O)c2ccccc2)C1 (stereo not drawn)	4	-0.1	5	-2.1	15	x	x	10	x	5
35	COc1cccc(-c2nnc(NC(=O)c3ccc(S(=O)(=O)N4CC(C)OC(C)C4)cc3)o2)c1 (stereo not drawn)	7	-0.1	3	-0.4	-15	-7	-8	7	1.2	1
36	CN(Cc1ccco1)C(=O)C1CCC(=O)N1Cc1ccc(F)cc1 (stereo not drawn)	-9	0.0	3	-2.9	-3	-1	21	-16	-3.2	-2
37	O=C(O)c1ccccc1NCc1ccsc1	3	1.0	24	0.0	x	3	21	-32	-0.3	-2
38	COCOCCn1cc(CN2CCS(=O)(=O)N(Cc3ccc(-c4ccc(C)cc4)cc3)C(C)C2=O)nn1 (stereo not drawn)	7	x	3	-5.7	x	2	x	10	1.4	5
39	Cc1ccc(NC(=O)CN2C(=O)S/C(=C\c3ccccn3)C2=O)cc1C	6	-0.3	-1	1.0	x	2	-6	-1	0.4	-38
40	Cc1ccccc1NC(=O)CSc1n[nH]c(-c2ccco2)n1	-2	-1.2	0	-0.6	1	3	-10	9	2.3	0

The final 2 compounds of the part above are carried over, then new ones follow:
cpd	molecule	GDH-TPI counter	Mtb UGM inh	Mtb FBA inh	FadD28 binding	Rv3671c protease	BoNT F protease	DUSP3 inh	CCHF vOTU inh	BioA inh	MazF activator
39	Cc1ccc(NC(=O)CN2C(=O)S/C(=C\c3ccccn3)C2=O)cc1C	6	-0.3	-1	1.0	x	2	-6	-1	0.4	-38
40	Cc1ccccc1NC(=O)CSc1n[nH]c(-c2ccco2)n1	-2	-1.2	0	-0.6	1	3	-10	9	2.3	0
41	Cc1ccc2nc(-c3ccccc3)cc(C(=O)N3CCN(S(=O)(=O)c4c(C)noc4C)CC3)c2c1	7	2.2	2	-1.2	-6	-3	x	3	-0.5	-5
42	CCOC(=O)/C=C1\NC(=O)C(C)S1 (stereo not drawn)	5	-2.3	0	-1.5	2	-6	4	-2	x	5
43	COc1cc(C)c(Cl)c(C)c1S(=O)(=O)NCc1ccc2c(c1)OCO2	9	1.6	-7	-5.3	-6	-8	-1	12	0.0	4
44	CCn1c(CNC(=O)c2cccc(C)c2)nnc1SCC(=O)N1CCOCC1	-1	-0.5	0	-2.6	2	1	18	0	3.6	-1
45	Cc1cc(C)n(CCOc2ccc(Cl)cc2Cl)n1	-6	-2.8	-2	-4.7	7	7	10	8	x	-5
46	CN(Cc1ccccc1)CC(O)COc1ccc(CNCCc2cccnc2)cc1 (stereo not drawn)	2	-0.6	5	-2.1	3	-8	13	-4	x	1
47	CCOCCCN(C)C1CCN(C(=O)c2oc3ccccc3c2NC(=O)c2ccc([N+](=O)[O-])cc2)CC1	3	0.0	1	-3.2	4	2	6	10	-2.1	9
48	COc1cccc(NC(=O)CN(C)CC(=O)NCC(=O)Nc2ccc(F)cc2)c1	5	1.7	-1	-4.2	5	-1	x	13	0.4	5
49	COc1ccc(OC)c(S(=O)(=O)N2C(C)CCCC2C)c1 (stereo not drawn)	7	1.3	2	-0.1	4	10	4	4	0.7	2
50	COc1cccc(/C=N/NC(=O)CCn2c3ccccc3c3ccccc32)c1	19	0.4	2	-3.8	-4	-3	18	3	x	x
51	CCn1ncc(C(=O)Nc2cccc(Cl)c2)c1C	5	0.8	5	-0.9	3	-4	-11	6	x	2
52	COc1ccc2ccccc2c1CNC(=O)CC1C(=O)NCCN1CC(C)(C)C (stereo not drawn)	-1	-1.8	4	-2.6	-5	-2	12	-6	-0.1	-4
53	COc1ccc(NC(=S)NC(=O)/C=C/c2ccccc2)cc1	22	2.1	0	-1.8	-7	-4	-12	2	-1.5	1
54	COCOCCn1cc(CN2CCS(=O)(=O)N(Cc3ccc(-c4ccncc4)cc3)C(C)C2=O)nn1 (stereo not drawn)	-2	x	-1	-2.2	x	3	x	8	x	5
55	COCCn1c(=O)sc2ccccc2c1=O	1	-1.7	-2	0.4	5	-8	24	-13	x	9
56	COc1ccc(N2CCN(C(=O)COC(=O)CNC(=O)c3ccc(C)cc3)CC2)cc1	-1	-1.3	1	0.6	0	u	x	-3	0.1	2
57	Cc1ccccc1NC(=S)NC(=O)c1cncc(Br)c1	-12	2.5	-8	-2.7	2	-3	4	6	-0.6	3
58	COC(=O)C(CCC(=O)CN1C(=O)c2ccccc2C1=O)N1C(=O)c2ccccc2C1=O (stereo not drawn)	3	x	-2	-1.9	x	-6	x	11	0.6	3
59	C[C@H]1CN([C@@H](C)CO)C(=O)CCCn2nncc2CO[C@@H]1CN(C)Cc1ccc(Cl)c(Cl)c1	3	x	-1	-1.1	x	2	x	-10	0.2&2.7	3
60	COc1cccc(-c2noc(CCC(=O)Nc3cccnc3)n2)c1	13	-3.9	0	-2.8	-2	4	27	6	7.0	5
61	CCN(CC)Cc1ccc(NC(=O)c2sc3cc(Cl)ccc3c2Cl)cc1	-5	-0.7	1	-0.4	-11	-3	35	0	x	23
62	Cn1cc(/C=C/c2nc3ccccc3c(=O)n2-c2cccc([N+](=O)[O-])c2)c2ccccc21	7	2.4	2	-1.8	-8	-7	-1	0	x	6
63	COc1cc(/C=N/O)ccc1OCc1ccc([N+](=O)[O-])cc1	-3	1.9	-2	-3.4	5	-2	-17	-5	x	-1
64	O=C(CN(Cc1ccccc1)C(=O)CCC(=O)Nc1ccccn1)NCCc1ccccc1	-7	1.3	0	-1.6	-2	12	11	0	-0.5	1
65	CSCCC(NS(=O)(=O)c1ccccc1F)C(=O)NCC(c1ccco1)N(C)C (stereo not drawn)	-2	0.4	0	-2.6	1	-1	x	5	-1.8	0
66	CC1c2[nH]c3ccccc3c2C[C@H]2C(=O)N(CCCN(C)C)CC(=O)N12 (stereo partly drawn)	1	-3.3	3	0.8	4	15	10	5	0.4	3
67	CC(Oc1cccc(Cl)c1)c1ccnc2nc(/N=C/N(C)C)nn12 (stereo not drawn)	13	-0.4	13	0.0	3	-2	24	-11	17	-14
68	COc1ccc(N2CCN(C(=O)c3ccc(-n4nc(C)cc4C)cc3)CC2)cc1	8	4.2	-6	-3.2	0	-8	7	-3	-0.8	0
69	COC(=O)NC(=S)Nc1ccc(Oc2ccc(Cl)cc2)c(Cl)c1	14	-0.6	-1	-4.1	-2	-1	24	-9	-1.6	47

One compound at a time, as listed above. Values in the order: GDH-TPI counter	Mtb UGM inh	Mtb FBA inh	FadD28 binding	Rv3671c protease	BoNT F protease	DUSP3 inh	CCHF vOTU inh	BioA inh	MazF activator
COc1ccc(N2CCN(C(=O)c3ccc(-n4nc(C)cc4C)cc3)CC2)cc1 reads 8	4.2	-6	-3.2	0	-8	7	-3	-0.8	0
COC(=O)NC(=S)Nc1ccc(Oc2ccc(Cl)cc2)c(Cl)c1 reads 14	-0.6	-1	-4.1	-2	-1	24	-9	-1.6	47

The order is random. About 4.9% of those tested had a hit in this group.
